CTSL1 counter: counter-screen for PFM18AAP inhibitors: inhibitors of F. hepatica cathepsin L1. recombinant F. hepatica cathepsin L1, Z-Leu-Arg-MCA fluorescence. hit rate 0.49% among 300,000. inhibition, % at 5.96 µM;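 active = inhibition above the mean of all tested compounds plus 3 SD, set per screening campaign, cut at about 17% in these data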;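 note: 0% = plate median of test compound wells and 100% = 1 µM Z-Phe-Ala-diazomethylketone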
Yeast superoxide: caloric restriction mimetics inhibiting age-related superoxide in yeast | S. cerevisiae aged cells, superoxide DHE fluorescence; hits give low values | superoxide response (% of plate mean), % at 10 µM | hit rate 0.18% among 330,000 | AID 2690;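 active = superoxide response under a set limit, about three screen SD below normal, cut at about 65% in these data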;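 note: yeast aged for seven days with compound at 30 °C before DHE staining; 100% = average MFI of all compound-treated wells on the plate with controls excluded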
ZTA DNA inh: blocks Epstein-Barr virus ZTA, an EBNA-1 counter-screen; P03206; ZTA-DNA binding, fluorescence polarization; inhibition, % at 11 µM; hit rate 0.15% among 320,000; in the data active = inhibition above about 33%
Target sequence (P03206 whole entry, looked up): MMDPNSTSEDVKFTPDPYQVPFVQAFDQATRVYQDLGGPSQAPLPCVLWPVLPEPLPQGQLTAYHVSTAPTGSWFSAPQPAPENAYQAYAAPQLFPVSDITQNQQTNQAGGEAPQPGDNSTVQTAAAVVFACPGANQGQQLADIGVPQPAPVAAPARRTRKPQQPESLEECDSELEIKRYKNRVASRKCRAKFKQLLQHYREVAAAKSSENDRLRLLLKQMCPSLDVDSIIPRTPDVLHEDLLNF
EBNA-1 inhibitor: blocks EBNA-1 binding to DNA | EBNA-1 DNA binding, fluorescence polarization | inhibition, % at 14.8 µM | hit rate 0.34% among 300,000; in the data active = inhibition above about 28%
PP5 primary: inhibitors of human protein phosphatase 5 (PP5); purified PP5c, OMFP substrate fluorescence; P53041; AID 1987; hit rate 0.18% among 320,000; inhibition, % at 6.7 µM;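 active = inhibition above the campaign's mean inhibition across all tested compounds plus 3 SD, cut at about 9.5% in these data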;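 note: 0% = DMSO only and 100% = 100 µM cantharidin control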
PP1 inh: counter-screen for PP5 inhibitors: inhibitors of human PP1-alpha; hit rate 0.9% among 320,000; P62136; inhibition, % at 6.7 µM; purified PP1alpha, OMFP fluorescence;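 active = inhibition above the mean inhibition of all tested compounds plus 3 SD, computed separately for each screening campaign, cut at about 15% in these data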
Target sequence (P62136 whole entry, looked up): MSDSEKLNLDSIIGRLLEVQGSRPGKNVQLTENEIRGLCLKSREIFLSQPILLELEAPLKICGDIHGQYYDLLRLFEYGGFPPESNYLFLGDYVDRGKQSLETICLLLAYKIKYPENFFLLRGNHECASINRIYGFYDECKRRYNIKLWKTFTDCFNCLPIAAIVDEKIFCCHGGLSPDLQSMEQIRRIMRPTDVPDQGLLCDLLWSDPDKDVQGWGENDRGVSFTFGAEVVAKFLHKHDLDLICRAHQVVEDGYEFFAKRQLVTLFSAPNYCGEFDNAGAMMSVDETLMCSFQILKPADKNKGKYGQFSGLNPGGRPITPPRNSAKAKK
TPT1 inhibitor: inhibitors of Candida albicans tRNA 2'-phosphotransferase TPT1. recombinant caTPT1, FP RNA substrate dephosphorylation. inhibition, % at 5 µM. hit rate 0.81% among 300,000. AID 1962;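 active = inhibition above the mean of all tested compounds plus 3 SD, set per screening campaign, cut at about 24% in these data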;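 note: plate controls were DMSO alone for no effect and ferristatin control at 100 nM for full effect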
JMJD2C inh: human JMJD2C demethylase inhibition | hit rate 0.069% among 330,000 | AID 2099 | GST-JMJD2C(1-420) H3K9me3 demethylation, DELFIA europium | inhibition, % at 2.35 µM | Q9H3R0;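 active = more than half of a compound's replicate wells show inhibition beyond 50%, single wells judged on their own value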;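 note: signal counts dimethyl H3K9 product captured on neutravidin plate; 0% = median of DMSO wells and 100% = 0.3 times that DMSO median; strong numbers were not always called active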
Target sequence (Q9H3R0 1-420 limits assumed): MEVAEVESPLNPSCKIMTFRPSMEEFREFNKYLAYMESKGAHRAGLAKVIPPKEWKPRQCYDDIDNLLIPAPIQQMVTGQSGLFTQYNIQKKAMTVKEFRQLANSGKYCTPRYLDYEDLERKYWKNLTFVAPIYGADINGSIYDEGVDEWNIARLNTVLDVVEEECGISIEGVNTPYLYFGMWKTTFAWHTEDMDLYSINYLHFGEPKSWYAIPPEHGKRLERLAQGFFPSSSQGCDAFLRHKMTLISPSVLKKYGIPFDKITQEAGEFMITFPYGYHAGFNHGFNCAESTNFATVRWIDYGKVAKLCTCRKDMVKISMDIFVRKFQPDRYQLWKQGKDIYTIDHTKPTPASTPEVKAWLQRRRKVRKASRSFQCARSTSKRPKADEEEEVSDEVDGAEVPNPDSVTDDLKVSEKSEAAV
HCV core dimer: HCV core protein dimerization inhibition | TR-FRET GST/Flag-core106 dimerization, 1536-well | inhibition, % at 5 µM | hit rate 0.33% among 300,000 | AID 1899;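 active = inhibition above the mean of all tested compounds plus 3 SD, set per screening campaign, cut at about 45% in these data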
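System: GST-tagged and Flag-tagged HCV core protein residues 1-106 / Input: core106 proteins, GST 13.5 nM and Flag 17 nM / Buffer or medium: KF-containing HEPES buffer, pH 7.45, DTT, CHAPS, BSA / Probe or stimulus: Eu-anti-GST and XL665-anti-Flag labelled anti-tag antibodies / Schedule: 4 h, 22.5 °C incubation / Technique: TR-FRET 671 and 617 nm emission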
* hit, by the source's call; i = inactive; . = no result given.

SMILES	CTSL1 counter	Yeast superoxide	ZTA DNA inh	EBNA-1 inhibitor	PP5 primary	PP1 inh	TPT1 inhibitor	JMJD2C inh	HCV core dimer
CN(CC(=O)Nc1ccccc1Br)C(=O)c1cc(Cl)nc2ccccc12	.	83	-7	.	4.3	6	.	-10	.
O=C(NCc1ccccc1)C1CCCN(c2nc3ccsc3c(=O)s2)C1 (centres undefined)	4	107	-10	27	7.0	-3	-1	-5	0
CSCCC(NS(=O)(=O)c1ccc(C)c(C(=O)O)c1)C(=O)O (centres undefined)	-5	106	-21	-9	1.7	0	-1	1	-5
O=C(CSc1n[nH]c(=O)n1C1CC1)NCc1ccccc1Cl	-2	82	10	2	0.6	-1	-2	-11	-5
CCn1c(COc2cccc(C)c2)nnc1SCC(=O)CC(=O)Nc1ccccc1OC	17*	102	-11	-5	0.8	7	1	0	11
Cc1cc(C2=NNC(=NC3CC3)SC2)c(C)n1Cc1ccco1	0	94	8	3	0.7	14	5	-8	7
CCOC(=O)C1CCCN(Cc2cn(C)nc2-c2ccc3c(c2)OCCO3)C1 (centres undefined)	1	97	2	-3	-1.4	-3	0	-4	2
Nc1ccccc1C(O)(Cc1ccccc1)c1ccccc1 (centres undefined)	-2	101	-22	-11	4.5	0	-2	16	-9
CC(C)C(CO)NC(=O)CC(=O)NC(CO)C(C)C (centres undefined)	0	94	-17	-10	-0.1	-1	-4	6	-1
CCn1ncc(Br)c1C(=O)Nc1nccs1	-2	99	-11	-1	-0.6	0	0	-16	1
C=CCN1CC(C(=O)N2CCC(Cc3ccc(Cl)cc3)(C(=O)OCC)CC2)CC1=O (centres undefined)	-3	113	-10	-2	0.9	-2	-1	6	7
O=C(Nc1nccs1)c1cc(-c2ccccc2)nc2ccccc12	-1	108	2	-1	4.1	2	0	17	7

One compound at a time, as listed above. Order of screens: CTSL1 counter, Yeast superoxide, ZTA DNA inh, EBNA-1 inhibitor, PP5 primary, PP1 inh, TPT1 inhibitor, JMJD2C inh, HCV core dimer
O=C(Nc1nccs1)c1cc(-c2ccccc2)nc2ccccc12 as listed: -1, 108, 2, -1, 4.1, 2, 0, 17, 7
C=CCN1CC(C(=O)N2CCC(Cc3ccc(Cl)cc3)(C(=O)OCC)CC2)CC1=O (centres undefined) as listed: -3, 113, -10, -2, 0.9, -2, -1, 6, 7

Next section:
SMILES	CTSL1 counter	Yeast superoxide	ZTA DNA inh	EBNA-1 inhibitor	PP5 primary	PP1 inh	TPT1 inhibitor	JMJD2C inh	HCV core dimer
CCCCCc1ccc(OCCC[n+]2ccccc2)c(CCCCC)c1	2	103	7	3	0.6	0	2	-2	1
CCCNC(=O)Cn1c(=O)oc2ccccc21	-6	100	-11	-14	1.9	-1	-6	2	-2
O=C(O)c1c2c(nc3ccccc13)/C(=C/c1ccc(OC(F)F)cc1)CCC2	4	116	-1	-9	0.7	0	2	4	-2
Cc1ccc(C)c(NC(=O)c2cnccn2)c1	-2	101	5	-2	0.7	3	3	1	-2
CCN(CC)CCNC(=O)c1ccc(NC(=O)c2ccc3c(c2)CCC3)cc1	-4	85	-8	-13	1.8	-1	-9	1	-3
Cc1ccccc1N=C1NC(=O)CS1	-6	101	-13	-8	0.5	-6	-3	1	-5
CCCCc1nc(SCC(=O)Nc2nnc(CCCC)s2)n[nH]1	3	103	-18	-9	-0.4	-4	-1	3	-5
CCCOc1ccc(NC(=O)CC2C(=O)N(C)C(=S)N2Cc2ccc3c(c2)OCO3)cc1 (centres undefined)	-3	105	-3	-2	3.2	-4	-2	-6	3
CSCCC(C(=O)N(C)CC(=O)Nc1cccc(F)c1)N1C(=O)c2ccccc2C1=O (centres undefined)	.	90	7	.	0.5	-4	.	-1	.
COc1cccc(/C=C/C(=O)OCC(=O)NCC2CCCO2)c1OC (centres undefined)	-5	97	-7	0	1.1	1	-2	2	0
CC1Sc2ccc(S(=O)(=O)CCC(=O)N3CCc4ccccc43)cc2NC1=O (centres undefined)	-3	86	0	2	1.9	3	0	3	5
Cc1cnc(=O)[nH]c1SCc1ccc([N+](=O)[O-])cc1	-1	93	13	-1	2.7	-1	2	-19	-7
Cc1cccc(C(=O)Nc2scc(-c3ccc(Br)cc3)c2C(=O)O)c1	-7	99	4	11	-0.1	-2	2	0	21
CN(C)c1ccc(/C=N/NC(=O)C2CC2c2ccccc2)cc1 (centres undefined)	10	102	2	2	0.6	2	-4	-6	-6
CCCc1nn(-c2ccccc2)c2c1C(c1cccs1)C(C#N)=C(N)O2 (centres undefined)	0	96	0	-5	4.5	-1	2	4	3
CCC(=O)Nc1c(S(=O)(=O)c2ccc(C)cc2)c2nc3ccccc3nc2n1C(C)c1ccccc1 (centres undefined)	5	91	-10	1	2.9	2	2	-1	10
NC(=O)CSc1nc2ccccc2c(=O)n1Cc1ccco1	-2	97	-12	-2	2.5	3	-7	-6	-3
CC(C)(C)c1nnc2sc(SCC(=O)c3ccccc3)nn2c1=O	12	97	3	4	-0.3	-4	15	-20	-4
CCc1cc(=O)oc2cc(C)cc(OCC(=O)NCCCN3CCOCC3)c12	5	92	4	-7	3.0	-5	-1	5	-10
COc1cccc(NC(=O)CN(C)C(=O)CC(C)c2ccccc2)c1 (centres undefined)	0	114	13	-6	3.4	3	5	8	-9
CCOC(=O)C(NC(C)=O)(Nc1ccc(S(N)(=O)=O)cc1)C(F)(F)F (centres undefined)	1	108	-18	8	0.0	2	-2	-3	-4
Cc1ccc(C(=O)Nc2ccc(NC(=O)c3ccco3)c(C)c2)cc1	-2	104	8	-3	-3.9	10	3	-6	-18
CC(C)Cn1cnc2c1c(=O)n(CC(=O)O)c(=O)n2Cc1ccccc1	1	93	10	7	-0.2	-1	1	12	10
OC(CNC1CCCc2ccccc21)COc1c(Cl)cccc1Cl (centres undefined)	1	97	-34	7	2.3	-1	-3	-10	-6
Nc1ccccc1SCC(=O)Nc1ccc2c(c1)OCCO2	0	103	-1	-1	-0.8	-4	4	-11	7
Cc1c(C(=O)NC(=S)N(Cc2ccccc2)c2ccccn2)cccc1[N+](=O)[O-]	.	126	-20	.	1.6	-3	.	.	.
O=C(Nc1ccccc1C(F)(F)F)c1ccccc1Br	2	91	11	10	-0.9	-4	2	0	0
COC(=O)/C(=C1\Oc2ccc(C(C)(C)C)cc2S1)C(F)(F)F	5	106	8	4	-1.0	-1	-3	0	-4
O=S(=O)(NC1CCCC1)c1ccc(S(=O)(=O)N2CCN(c3ccccc3)CC2)cc1	-6	99	14	-9	3.0	-3	0	-16	11
Cc1nn(Cc2ccccc2Cl)c2sc(C(=O)Nc3ccccc3N3CCOCC3)cc12	1	90	1	-3	4.2	-2	-1	-4	3
O=C(CCC1N=C2c3ccccc3N=C(SCc3ccccc3Cl)N2C1=O)NCc1ccco1 (centres undefined)	2	109	-10	-5	3.2	5	-1	0	12
COc1ccc(NC(=S)N(CCCN2CCOCC2)Cc2ccccn2)cc1	-4	102	27	2	0.4	0	-3	-6	-1
O=C(O)c1cccc(NC(=O)c2ccc3c(c2)C(=O)N(Cc2ccco2)C3=O)c1	-2	95	-2	0	1.8	0	0	0	1
CC(C)(C)c1nc(SCC(=O)N2CC(=O)Nc3ccccc32)c2ccccc2n1	2	106	-11	3	-0.5	-1	0	.	8
Cc1nn(Cc2cccc(C(=O)N3CCCC(C)C3)c2)c(C)c1[N+](=O)[O-] (centres undefined)	-3	96	-4	7	0.9	1	-2	22	-3
COc1ccc(N(CC(=O)Nc2ccc3c(c2)OCO3)S(=O)(=O)c2ccc(C)cc2)cc1OC	-5	103	8	1	-1.2	-5	-2	1	2
FC(F)(F)c1cc(-c2cccs2)n[nH]1	-7	110	6	-2	-1.1	-1	-2	.	2
CCOc1cc(C(=S)N2CCOCC2)ccc1OS(=O)(=O)c1ccc(OC)cc1	3	109	-2	-11	1.1	1	3	i	7
CS(=O)(=O)c1nc(S(=O)(=O)c2ccc(Cl)cc2)c(NCCCn2ccnc2)s1	0	87	-16	-21	1.6	2	0	-13	-4
CSCCC(NC(N)=O)C(=O)N(C)CC(=O)Nc1ccc(C)cc1 (centres undefined)	-2	96	0	-2	0.1	0	-4	-14	-5
CC(NC(=O)[C@H](Cc1c[nH]c2ccccc12)NC(=O)[C@@H]1Cc2ccccc2CN1)c1ccccc1 (some centres undefined)	3	138	-1	-4	-4.9	6	3	2	-3
Fc1cccc(Cl)c1CSc1nnc2ccccn12	-1	90	-2	2	2.5	4	2	19	3
Cc1c(C(=O)Nc2ccncc2)oc2c1C(=O)CC(C)(C)C2	-1	84	5	5	-0.7	-1	-4	1	-1
CN(C)NC(=S)Nc1cccc(Cl)c1	-2	100	9	-6	-0.6	-1	1	-2	0
Cc1nnc(SCC(=O)NCC2COc3ccccc3O2)s1 (centres undefined)	.	100	14	.	2.6	-4	.	2	.
CC(=O)c1nn(-c2cccc(Br)c2)cc1C(=O)c1ccco1	-1	96	-9	-11	6.8	-6	3	1	3
CCc1ccc(C2(C)SC(NC(C)=O)=NN2C(C)=O)cc1 (centres undefined)	-2	101	-15	-6	-1.9	6	-1	-6	-9
Cc1ccc(COc2cccc(/C=N/NC(=O)c3nnn(-c4nonc4N)c3C)c2)cc1	-2	100	-5	2	-0.3	-2	3	-22	5
CCN(C(=O)CSc1nnc(NCc2ccccc2)s1)C1CCS(=O)(=O)C1 (centres undefined)	0	110	-11	-2	-0.8	-6	-1	21	-5
C=CCOC(=O)C(=O)/C=C/c1c(C)n(C)n(-c2ccccc2)c1=O	2	111	-8	-9	3.6	-3	-1	7	-6
CCc1ccc(NC(=O)Nc2ccc3c(c2)CCC3)cc1	-2	106	-21	-7	2.5	-1	-4	-1	3
CN(C)c1ccc(CNCCC2(O)CCOC(C)(C)C2)cc1 (centres undefined)	1	113	-18	-14	4.3	-1	-1	.	-4
S=c1[nH]nc(COc2ccccc2)n1/N=C/c1ccc(Br)cc1	5	98	21	13	0.0	0	-1	0	11
O=C(CN1C(=O)NC2(CCCC2)C1=O)OCc1cccc(Br)c1	.	109	4	.	-1.0	-1	.	10	.
CC(=O)N1c2ccccc2S(=O)(=O)c2ccccc21	-2	111	-24	-1	2.1	-2	2	-5	-11
C=CCc1ccc(OCC(O)CN2CCN(Cc3ccc(Cl)cc3)CC2)c(OC)c1 (centres undefined)	3	94	-9	3	3.0	4	-1	-21	-6
O=C(Nc1cccc(Cn2cccn2)c1)c1cc2c(s1)CCCC2	0	90	9	10	1.5	-1	-1	6	11
O=C(N/N=C(\c1ccccc1)c1ccccn1)c1cccc([N+](=O)[O-])c1	-1	95	-3	-4	-1.3	-6	1	.	1
Cc1ccc(C(=O)NCc2ccco2)cc1Br	-7	112	-13	-6	1.2	0	-3	41	-1
CC(=O)O/C(=C\c1cn(C(C)=O)c2ccccc12)C(=O)O	-3	89	158*	1	0.1	-5	-1	-6	-1
Continuation.
SMILES	CTSL1 counter	Yeast superoxide	ZTA DNA inh	EBNA-1 inhibitor	PP5 primary	PP1 inh	TPT1 inhibitor	JMJD2C inh	HCV core dimer
Cc1noc(NC(=O)c2ccc(F)cc2)c1C#N	3	92	-7	4	0.4	2	-1	-9	-11
Cc1ccc(C(=O)Nc2nc(N)n(-c3ccccc3)n2)cc1	0	100	0	-7	0.9	-1	0	-1	4
O=C(NNC(=O)C1CC(c2cccnc2)=NO1)Nc1ccccc1F (centres undefined)	1	96	-14	-17	-1.8	2	-1	4	-3
O=C(NC(=S)Nc1cc([N+](=O)[O-])ccc1Cl)c1ccccc1	1	111	1	0	-0.5	8	-3	1	25
CCCc1nnc(SCC(=O)Nc2ccc3c(c2)OCCO3)n1CCOC	-3	101	-7	-10	2.8	-2	2	14	1

Compound activity deposited in PubChem BioAssay by several laboratories.
